L3MBTL1 inh – qHTS Assay for the Inhibitors of L3MBTL1. Lethal(3)malignant brain tumor-like protein 1 (Homo sapiens), Q9Y468. AlphaScreen L3MBTL1–H3K9me1 peptide binding. Potency, µM (doses to about 57.1 µM), for the others: top-dose activity, negative = inhibition, actives largely listed as inhibitors. actives 0.66% (n = 230,000); active = well fitted inhibition curve with a large enough effect; inconclusive = small, poorly fitted or top-dose-only effect; inactive = no such curve, though single readings can be large or run the other way; note: nearly all actives have a fitted effect of over 60% in size
Target sequence (Q9Y468 whole entry, looked up): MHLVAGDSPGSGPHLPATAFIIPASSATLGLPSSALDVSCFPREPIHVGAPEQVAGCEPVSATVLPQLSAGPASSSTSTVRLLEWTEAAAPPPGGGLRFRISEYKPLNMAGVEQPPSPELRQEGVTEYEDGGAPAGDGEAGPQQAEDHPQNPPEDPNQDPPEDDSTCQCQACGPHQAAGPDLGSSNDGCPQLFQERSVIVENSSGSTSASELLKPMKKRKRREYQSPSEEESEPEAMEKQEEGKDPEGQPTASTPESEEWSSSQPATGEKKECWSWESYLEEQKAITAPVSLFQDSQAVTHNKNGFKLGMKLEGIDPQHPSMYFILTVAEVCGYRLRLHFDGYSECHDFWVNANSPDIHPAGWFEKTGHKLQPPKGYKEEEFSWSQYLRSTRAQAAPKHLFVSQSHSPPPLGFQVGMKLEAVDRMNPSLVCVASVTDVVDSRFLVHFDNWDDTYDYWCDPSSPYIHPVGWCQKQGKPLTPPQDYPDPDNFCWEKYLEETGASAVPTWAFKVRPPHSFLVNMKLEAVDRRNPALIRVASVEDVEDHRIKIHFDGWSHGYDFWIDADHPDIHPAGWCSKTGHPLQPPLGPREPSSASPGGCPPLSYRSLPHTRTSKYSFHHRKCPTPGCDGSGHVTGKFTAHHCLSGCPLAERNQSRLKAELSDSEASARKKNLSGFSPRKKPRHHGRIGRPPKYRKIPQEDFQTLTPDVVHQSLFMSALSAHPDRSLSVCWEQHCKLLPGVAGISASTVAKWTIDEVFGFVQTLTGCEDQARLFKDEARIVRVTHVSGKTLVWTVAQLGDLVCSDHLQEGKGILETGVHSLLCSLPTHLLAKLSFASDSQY
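First, the protein-peptide complex forms for 30 min at room temperature (L3MBTL1 50 nM, biotinylated H3K9me1 peptide 75 nM). Next, compounds are pin-transferred and incubated 30 min. Finally, AlphaScreen beads are added and read after 30 min.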
* = called active by the depositor; ? = inconclusive; [ ] = remark or other dose. % is set by controls: 0 for no effect and ±100 for the full control effect; potency is the fitted concentration of half-maximal effect. The list is partial, so the mix of outcomes need not match the whole.

SMILES	L3MBTL1 inh
C/C=C(\C)C(=O)OC1CC(C)(C)C[C@H]2C3=CC[C@@H]4[C@@]5(C)CCC(O[C@@H]6O[C@@H](C(=O)O)[C@@H](O)C(O[C@@H]7OC[C@H](O)[C@@H](O)[C@@H]7O[C@@H]7OC(CO)C(O)[C@@H](O)[C@@H]7O)C6O[C@@H]6OC(CO)C(O)C(O)C6O)[C@@](C)(CO)[C@@H]5CC[C@]4(C)[C@]3(C)CC(O)[C@@]12CO (some centres undefined)	-25%
COc1ccccc1NCc1nnc(-c2ccccc2)o1	-6%
O=C(Nc1ccc(Cl)c(S(=O)(=O)N2CCCCC2)c1)c1ccncc1	-10%
COC(=O)c1cc(S(=O)(=O)N2CCCCCC2)c[nH]1	-2%
CCC(C)Sc1ccc([C@@H]2[C@@H]3C(=O)N(C)C(=O)[C@@H]3[C@]3(C(=O)OC)CCCCN23)cc1 (some centres undefined)	5%
COc1cccc(NC(=O)CN(C)C(=O)CN2C(=O)c3ccc([N+](=O)[O-])cc3C2=O)c1	1%
Cc1cc(C(=O)COC(=O)c2ccc(F)cc2F)c(C)n1C1CC1	-1%
COc1ccc2oc(=O)cc(CN(C)Cc3ccccc3)c2c1	8%
CCOC(=O)C1(Cc2ccccc2C)CCCN(C(=O)CCC(=O)OC)C1 (centres undefined)	0%
CCOc1cc(C2C3=C(CC(C)(C)CC3=O)N(CCOC)C3=C2C(=O)CC(C)(C)C3)ccc1OC	-7%
C[C@H]1COC(=O)[C@H](Cc2ccc(F)cc2)CC/C=C/C[C@@H](CC(=O)N[C@@H](CO)Cc2ccccc2)C(=O)N1	0%
COc1ccc(NC(=O)CCN2C(=O)c3cccc([N+](=O)[O-])c3C2=O)cc1	-3%
O=C(COC(=O)COc1ccc(Cl)cc1Br)NC1CC1	1%
COc1ccccc1C(=O)NC(=O)COC(=O)C1(C)CC1(Cl)Cl (centres undefined)	3%
COc1ccc(S(=O)(=O)NCC2CCCO2)c(Cl)c1Cl (centres undefined)	-2%
COc1ccccc1CN(C)C(=O)CN1CCN(C(=O)c2cccs2)CC1	0%
CCOC(=O)C1=C(C)NC(C)=C(C(=O)OCC)C1C(=O)OCC(=O)NC1CCCCC1	0%
Cc1ccc(N(CC(=O)NC(C)(C)C)C(=O)CCC(=O)Nc2nccs2)c(C)c1	-2%
CCCN1C(=O)C(=O)N(CC(=O)c2cc(C)n(C3CC3)c2C)C1=O	-2%
COc1ccc(S(=O)(=O)N2CCOCC2)cc1NC(=O)c1cc(=O)[nH]c2ccccc12	-5%
CCSc1nnc2c3cc(CC)ccc3n(C)c2n1	3%
COc1ccccc1C(=O)COC(=O)c1cc(S(=O)(=O)N2CCCCC2)ccc1N1CCOCC1	-5%
COc1cc(CN2CCC(Cc3ccccc3)CC2)c([N+](=O)[O-])cc1OC	-7%
CCCn1c(C(C)Nc2nc(C)cs2)nc2cc(Cl)c(Cl)cc21 (centres undefined)	-7%
CN(C)S(=O)(=O)c1ccc(Cl)c(C(=O)OCC(=O)NC(=O)NC2CCCC2)c1	3%
Nc1nc(-c2cc3c(cc2Cl)OCCO3)cs1	-5%
CCC(=O)c1ccc(OCC(=O)OCC(=O)N2CCN(c3ccc(OC)cc3)CC2)cc1	-2%
CC(=O)Nc1ccc(NC(=O)C(C)OC(=O)CC2CCCC2)cc1 (centres undefined)	4%
C=CCN(C(=O)CSc1nnnn1C)c1nc(-c2ccccc2)cs1	10%
Cc1ccc(CN2CC[C@H]3C=CCc4cccc(c43)C2)cc1	-12%
Cc1nn(C)c(C)c1NC(=O)COc1ccc(Cl)cc1Br	1%
Cc1ccc(NS(=O)(=O)c2cccc(C(=O)N(C)Cc3cccs3)c2)cc1	6%
COc1ccc2c(COC(=O)CNS(=O)(=O)c3ccccc3)cc(=O)oc2c1	-9%
CCOC(=O)C1=C(COC(=O)/C=C/c2ccc(SC)cc2)NC(=O)NC1C (centres undefined)	-12%
O=C(NN1C(=O)NC2(CCCCC2)C1=O)c1ccc(Cl)c(Cl)c1	-4%
CCn1c(/C=C/c2ccc(O)cc2)nc2ccccc2c1=O	-6%
CC(C(=O)N1CCCC1)N(c1ccccc1)S(C)(=O)=O (centres undefined)	1%
CCOC(=O)[C@H]1[C@H]2COc3ccc(Br)cc3[C@@H]2N2C(=O)CN(Cc3ccc(Cl)cc3)C(=O)[C@@]12C	-3%
C=CC[C@H](CC(=O)N[C@H](CO)Cc1ccccc1)C(=O)N[C@H](COC(=O)[C@H](CC=C)CC(=O)OC(C)(C)C)Cc1c[nH]c2ccccc12	-5%
COc1ccc(C(=O)NCC(=O)c2ccccc2)cc1	-6%[2.29 µM]

Retrieved one by one from the list above (5):
SMILES	L3MBTL1 inh
CCOC(=O)C1=C(COC(=O)/C=C/c2ccc(SC)cc2)NC(=O)NC1C (centres undefined)	-12%
C=CC[C@H](CC(=O)N[C@H](CO)Cc1ccccc1)C(=O)N[C@H](COC(=O)[C@H](CC=C)CC(=O)OC(C)(C)C)Cc1c[nH]c2ccccc12	-5%
COc1ccc2c(COC(=O)CNS(=O)(=O)c3ccccc3)cc(=O)oc2c1	-9%
CCOC(=O)[C@H]1[C@H]2COc3ccc(Br)cc3[C@@H]2N2C(=O)CN(Cc3ccc(Cl)cc3)C(=O)[C@@]12C	-3%
COc1ccc(C(=O)NCC(=O)c2ccccc2)cc1	-6%[2.29 µM]

Next entries follow:
SMILES	L3MBTL1 inh
COc1ccc(CN2CCN(C(=O)c3ccc(S(=O)(=O)N4CCCCCC4)cc3)CC2)cc1F	-10%
CCN(CC)c1ccc(-c2nnc(SCC(=O)N(CCOC)c3c(N)n(CC(C)C)c(=O)[nH]c3=O)o2)cc1	-5%
COc1cc2nc(CN3CCN(S(=O)(=O)c4cc(C)ccc4C)CC3)[nH]c(=O)c2cc1OC	-2%
CC(=O)c1cccc(NC(=O)C(C)OC(=O)C2=NNC(=O)CC2)c1 (centres undefined)	-2%
O=C(c1cccs1)N1CCN(S(=O)(=O)c2cccc(Cl)c2Cl)CC1	3%
CC(C)(C)OC(=O)N1CCN(C(=O)c2[nH]cnc2C(=O)Nc2cccc(Cl)c2)CC1	0%
CCc1ccc(C(=O)C(C)OC(=O)Cn2cnc3c2c(=O)n(C)c(=O)n3C)cc1 (centres undefined)	-7%
CC(N=C1NS(=O)(=O)c2ccccc21)C(=O)OCC(=O)N(C)C1CCS(=O)(=O)C1 (centres undefined)	0%
CCOC(=O)Cc1csc(NC(=O)CN2CCN(c3ccccc3)CC2)n1	0%[2.29 µM]
COc1ccc2nc(SCC(=O)NC3(C#N)CCCCC3)[nH]c2c1	0%
CN(CC(=O)Nc1c(Cl)cccc1Cl)C(=O)c1ccc(-n2cncn2)c([N+](=O)[O-])c1	27%
COc1cc2cnc(C3=CCCCC3)cc2cc1OC	1%
CCN(CC(=O)NCc1cccs1)S(=O)(=O)c1ccc(F)cc1	11%
O=C(COC(=O)c1cc(Br)ccc1O)NNC(=O)c1cccs1	4%
O=C(OCC(=O)N1CCN(c2ccccc2)CC1)C1CCCN1S(=O)(=O)c1ccc(Cl)cc1 (centres undefined)	-5%
CC(Sc1ccc(S(=O)(=O)N2CCN(C)CC2)cn1)C(=O)NC1CCCCC1 (centres undefined)	-6%
Cc1ccc(CN(C)C(=O)COC(=O)CSc2ccc([N+](=O)[O-])cc2)cc1	-6%
O=C(Nc1ccc(S(=O)(=O)N2CCOCC2)cc1)c1cccc([N+](=O)[O-])c1	-3%
CC(OC(=O)c1ccc(NC(=O)CC#N)cc1)C(=O)NC(c1ccccc1)c1ccccc1 (centres undefined)	2%
CC1(C)C[C@H]2C3=CCC4[C@@]5(C)CC[C@H](O)[C@](C)(CO)C5CC[C@@]4(C)[C@]3(C)C[C@@H](O)[C@@]2(CO)[C@@H](O)[C@@H]1O (some centres undefined)	-3%
CCOC(=O)C1=C(COC(=O)/C=C/c2ccc(OC)c(OC)c2)NC(=O)NC1C (centres undefined)	-2%
O=C1NCCn2nc3ccccc3c21	6%
Cn1c(SCC(=O)Nc2ccc(N3CCOCC3)cc2)nnc1C(F)(F)F	0%
Cc1ccc(S(=O)(=O)N2CCN(c3ncnc4scc(-c5ccccc5)c34)CC2)cc1	?
O=C(CCc1nc2sc3c(c2c(=O)[nH]1)CCCC3)N1CCN(c2ccccc2)CC1	-28%
COc1ccccc1N1CC(C(=O)Nc2ccc(N3CCOCC3)cc2)CC1=O (centres undefined)	2%
Cc1ccc(S(=O)(=O)CCC(=O)OC2CC(C)OC2=O)cc1 (centres undefined)	2%
COc1c([N+](=O)[O-])cc(C(=O)NNC(=O)c2ccc(C)cc2)cc1[N+](=O)[O-]	3%
COc1cccc(C(=O)NCCS(=O)(=O)N(C)Cc2ccccc2)c1	-1%
CCCNC(=O)C(Cc1ccc(Br)cc1)NC(=O)c1ccc(C#N)cc1 (centres undefined)	6%
O=C(N/C(=C\c1ccco1)C(=O)N1CCCCC1)c1ccc([N+](=O)[O-])cc1	-3%
COc1ccc(CC(=O)OCC(=O)NC2CCCCC2)cc1	3%
O=C(CCc1ccccc1)Nc1cc2c3c(c1)CC(=O)N3CCC2	3%
Cc1cc(C)cc(-c2nnc(SCC(=O)NC3CC3)o2)c1	-2%
COCc1c(C(=O)OCC(=O)N(C)C2CCS(=O)(=O)C2)oc2ccccc12 (centres undefined)	2%
O=S(=O)(c1ccc(=S)[nH]c1)N1CCOCC1	2%
CC(CCc1ccc(O)cc1)NC(c1ccccc1)c1ccc(Cl)cc1 (centres undefined)	-5%
Cc1cc(C(=O)COc2cccc([N+](=O)[O-])c2)c(C)n1C1CC1	-15%
O=C(COC(=O)c1cc(S(=O)(=O)N2CCOCC2)ccc1Cl)NCCc1ccccc1	-1%
OCC[C@@H]1C[C@@H](O)[C@H](O)[C@]2(CCCc3ccccc3O2)O1	0%
COc1ccc(OC)c(COC(=O)c2cc([N+](=O)[O-])ccc2N2CCOCC2)c1	-10%
NS(=O)(=O)c1ccc(CCNC(=O)CC(c2ccccc2)c2ccccc2)cc1	-6%
C[C@H](CO)N1C[C@H](C)[C@@H](CN(C)Cc2ccccc2)Oc2c(NC(=O)c3ccncc3)cccc2C1=O	-1%
O=C(NCc1ccc(F)cc1)c1ccc(Cl)c(NC2=NC3CS(=O)(=O)CC3S2)c1 (centres undefined)	0%
Cc1cc(=O)oc2c3c(cc(OCC(=O)NCc4cccnc4)c12)OC(C)(C)CC3	-3%
COc1ccc(S(=O)(=O)N2CCN(C(=O)c3c(C)nn(-c4ccccc4)c3C)CC2)cc1	2%
COC(=O)C1=C(C)NC(C)=C(C(=O)OC)C1C(=O)OCc1nnc(-c2ccccc2Cl)o1	1%
O=C(COC(=O)/C=C/c1ccc(OC(F)F)cc1)NC(=O)NC1CCCCC1	-8%
O=C(COc1cccc(C(F)(F)F)c1)NNC(=O)Cn1c(=O)cnc2ccccc21	1%
COc1ccc(CCNC(=O)CCC(=O)N2CCOc3ccc(C)cc32)cc1OC	-2%
Later entries:
SMILES	L3MBTL1 inh
CCOc1ccc(C2=CSC3=NCCN23)cc1	-5%
COc1ccccc1N(C)S(=O)(=O)c1ccc(C(=O)N2CCC2)cc1	4%
O=C(NCc1cccc2ccccc12)c1cccs1	2%
Cc1cccc(CN2CCOCCS2(=O)=O)c1	3%
Cc1cccc(NC(=O)C[n+]2ccccc2)c1	1%
CCOC(=O)[C@H]1[C@H]2COc3ccc(Cl)cc3[C@@H]2N2C(=O)c3cc(OC)ccc3NC(=O)[C@@]12C	-3%
C/C(=N\NC(=O)c1ccncc1)c1ccc(N2CCOCC2)cc1	-2%
CCOC(=O)C1CCCN(C(=O)c2cc(-c3ccncc3)nc3ccccc23)C1 (centres undefined)	1%
O=C(Nc1cccc(S(=O)(=O)N2CCCCC2)c1)C1CC1	3%
Cc1[nH]c2ccccc2c1C(=O)COC(=O)c1ccccc1O	2%
Cc1ccc(C)c(C(=O)COC(=O)c2cc([N+](=O)[O-])ccc2N2CCOCC2)c1	-10%
O=C(OCC(=O)N1CCN(c2cccc(Cl)c2)CC1)c1ccco1	0%
O=C(Nc1ccc2cccnc2c1)c1ccc(Br)cc1	4%[2.29 µM]
O=C(c1ccc(F)cc1)N1CCC(C(=O)N2CCN(S(=O)(=O)c3cccc(Cl)c3)CC2)CC1	-1%
CN(C(=O)COC(=O)c1cc(S(=O)(=O)N2CCOCC2)ccc1F)C1CCS(=O)(=O)C1 (centres undefined)	7%
COc1cc(/C=C(\CCC(=O)O)c2nc3ccccc3s2)ccc1OCC(=O)Nc1c(Cl)cccc1Cl	1%
CCn1nc(C(=O)OCC(=O)N(CC(C)C)c2c(N)n(Cc3ccccc3)c(=O)[nH]c2=O)c2ccccc2c1=O	2%
C[C@H](CO)N1C[C@H](C)[C@@H](CN(C)C(=O)Nc2ccc3c(c2)OCO3)Oc2c(NC(=O)Nc3ccc4c(c3)OCO4)cccc2C1=O	-3%
COc1ccc(COc2cccc(C=O)c2)cc1	21%
CC1CCN(C(=O)c2nc[nH]c2C(=O)N2CCC(C)CC2)CC1	4%

Compounds above that contain bromine (six):
SMILES	L3MBTL1 inh
O=C(COC(=O)COc1ccc(Cl)cc1Br)NC1CC1	1%
Cc1nn(C)c(C)c1NC(=O)COc1ccc(Cl)cc1Br	1%
CCOC(=O)[C@H]1[C@H]2COc3ccc(Br)cc3[C@@H]2N2C(=O)CN(Cc3ccc(Cl)cc3)C(=O)[C@@]12C	-3%
O=C(COC(=O)c1cc(Br)ccc1O)NNC(=O)c1cccs1	4%
CCCNC(=O)C(Cc1ccc(Br)cc1)NC(=O)c1ccc(C#N)cc1 (centres undefined)	6%
O=C(Nc1ccc2cccnc2c1)c1ccc(Br)cc1	4%[2.29 µM]

(listing goes on)
SMILES	L3MBTL1 inh
CCN(CC)Cc1ccccc1CNC(=O)c1cccc(S(=O)(=O)Nc2ccc3c(c2)OCO3)c1	-4%
COc1ccccc1NC(=O)NCCN1CCCCC1	1%
O=C(NC1CC(=O)N(c2ccc3c(c2)OCCO3)C1)N1CCCCC1 (centres undefined)	7%
O=C(NCc1nnnn1-c1ccc(F)c(F)c1)c1ccc2ccccc2c1	3%

Bioassay records deposited in PubChem BioAssay by National Center for Advancing Translational Sciences (NCATS).
